Assay outcomes from PubChem BioAssay.
inhibitors of VEEV = inhibitors of VEEV TC-83 cytopathic effect, confirmation, Vero cells (AID 588727). Vero cells, VEEV TC-83 cytopathic effect inhibition; higher % means a stronger effect. one-dose inhibition, % at 20 µM; IC50 in µM for titrated hits. hit rate 0.13% among 350,000; in the data active = a potency from the dose series; note: strong numbers were not always called active
H37Rv inhibition = M. tuberculosis growth inhibition, HTS (AID 449762) | inhibition, % at 25 µM, or IC50 in µM where a hit was titrated | M. tuberculosis H37Rv growth inhibition, 7H9 media; higher % means a stronger effect | hit rate 0.59% among 330,000; in the data active = a potency from the dose series;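 note: bacterial growth assessed after seven days of incubation; strong numbers were not always called active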
M. tuberculosis = growth inhibition of non-replicating M. tuberculosis (AID 488890); Mycobacterium tuberculosis non-replicating, growth inhibition; higher % means a stronger effect; one-dose inhibition, % at 25 µM; IC50 in µM for titrated hits; hit rate 0.39% among 320,000; in the data active = a potency from the dose series;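 note: plate controls were DMSO cells for no effect and high antibiotic wells for full effect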
influenza NS1A = NS1A inhibition, H1N1 influenza, cell based functional assay (AID 504329) | NS1A functional cell-based assay, percent inhibition; higher % means a stronger effect | inhibition, % at 12.5 µM, or IC50 in µM where a hit was titrated | hit rate 0.3% among 340,000; in the data active = a potency from the dose series; note: strong numbers were not always called active
PhoP GFP inhibition = Inhibition of PhoP regulon, Salmonella typhi GFP reporter cells, confirmation, 4 h (AID 1850). Salmonella Typhi PhoP-promoter GFP reporter, fluorescence, 4 h; higher % means a stronger effect. hit rate 0.33% among 310,000. inhibition, % at 50 µM; hits with a dose series show IC50 in µM; in the data active = a potency from the dose series;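 note: 0% = induced wells with vehicle and 100% = uninduced wells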
inhibitors of VEEV 10K pilot screen = also measured in inhibitors of VEEV; calls as there; inhibition, %; measured here: 10K pilot screen inhibition
* = called active by the depositor. Random draw from the library; overall some 1.5% were active at least once.

CC(=O)c1c(C)c2c(n1CCN(C)C)CCCC2 was read as inhibitors of VEEV 0.7%, H37Rv inhibition 3%, M. tuberculosis 3%, influenza NS1A -4% and PhoP GFP inhibition -2%.
For COC(=O)C1=C(c2ccc(-c3ccccc3)c(F)c2)C[C@@H]2CC[C@H]1N2C(=O)N1CCC(C)CC1 the results were inhibitors of VEEV 2.8%, H37Rv inhibition 3%, M. tuberculosis 9% and influenza NS1A 9%.
For COc1ccc(S(=O)(=O)NCCSCc2ccccc2C)cc1Br the results were inhibitors of VEEV inactive, H37Rv inhibition 0%, M. tuberculosis 7%, influenza NS1A -6% and PhoP GFP inhibition 6%.
Cc1ccc(C(=O)COC(=O)CNS(=O)(=O)c2ccccc2)cc1[N+](=O)[O-] was read as inhibitors of VEEV inactive, H37Rv inhibition -2%, M. tuberculosis 25%, influenza NS1A -3% and PhoP GFP inhibition 4%.
Cc1ccc(CN2CCN(Cc3ccccc3)C(CCO)C2)s1 (stereo not given) was read as inhibitors of VEEV inactive, H37Rv inhibition 3%, M. tuberculosis 11%, influenza NS1A 3% and PhoP GFP inhibition -6%.
Screening CN(CC(=O)Nc1ccccc1Cl)C(=O)COC(=O)/C=C/c1cccc(C(F)(F)F)c1 returned inhibitors of VEEV 2.6%, H37Rv inhibition -2%, M. tuberculosis -12% and influenza NS1A -7%.
For O=C(O)c1nccnc1C(=O)Nc1ccc(Cl)cc1Cl the results were inhibitors of VEEV 1.5%, H37Rv inhibition -4%, M. tuberculosis -6%, influenza NS1A -2% and PhoP GFP inhibition 10%.
Screening CSCC[C@H](NC(=O)c1cccc(S(=O)(=O)N2CCCCCC2)c1)c1nc2ccccc2[nH]1 returned inhibitors of VEEV 4.3%, H37Rv inhibition -5%, M. tuberculosis 41% and influenza NS1A -7%.
For CCCc1nc2sc3c(SCC(=O)NCc4ccco4)ncnc3c2c2c1CCC2 the results were inhibitors of VEEV 5.0%, H37Rv inhibition 46%, M. tuberculosis -2%, influenza NS1A 14% and PhoP GFP inhibition -4%.
For Cc1nn(C)cc1CNC(=O)C1C2CCC(C2)C1C(=O)O (stereo not given) the results were H37Rv inhibition 1%, M. tuberculosis 3% and PhoP GFP inhibition -3%.
For COc1ccccc1NC(=O)Oc1ccc(C(C)=O)cc1 the results were inhibitors of VEEV 5.4%, H37Rv inhibition -10%, M. tuberculosis -17%, influenza NS1A 0% and PhoP GFP inhibition 2%.
For CC(C(=O)Nc1ccc(F)cc1Cl)N(C)CCOc1ccccc1 (stereo not given) the results were inhibitors of VEEV inactive, H37Rv inhibition 11%, M. tuberculosis 15%, influenza NS1A -4% and PhoP GFP inhibition -4%.
For CCOCCCn1c(=NC(=O)c2ccc(OC)c(OC)c2)c(C#N)cc2c(=O)n3cccc(C)c3nc21 the results were H37Rv inhibition -4%, M. tuberculosis 18% and PhoP GFP inhibition -15%.
`CC(C)CCC(C(=O)O)C(C)CC(=O)NC1CCCCC1` (stereo not given) gave inhibitors of VEEV inactive, H37Rv inhibition -8%, M. tuberculosis 0%, influenza NS1A 4% and PhoP GFP inhibition -6%.
For Cn1c(=O)[nH]c(=O)c2c1nc(SCc1ccccc1Cl)n2CC(N)=O the results were inhibitors of VEEV 2.0%, H37Rv inhibition -1%, M. tuberculosis -16%, influenza NS1A -3% and PhoP GFP inhibition -1%.
`Cc1cc(C)n(CCn2nc(C)cc2C)n1` gave inhibitors of VEEV 0.3%, H37Rv inhibition -14%, M. tuberculosis -7%, influenza NS1A -6% and PhoP GFP inhibition -8%.
`O=C(NNC1CC(c2ccccc2)=NN1C(=O)c1ccccc1)c1ccccc1` (stereo not given) gave inhibitors of VEEV 1.6%, H37Rv inhibition 3%, M. tuberculosis 16%, influenza NS1A 10% and PhoP GFP inhibition 6%.
Screening Cc1nnc2sc(SCC(=O)N3CCC(C)CC3)nn2c1=O returned inhibitors of VEEV 1.0%, H37Rv inhibition 0%, M. tuberculosis 25%, influenza NS1A 18% and PhoP GFP inhibition 6%.
`CC(C)C(NCC(=O)Nc1ccccc1C(=O)NC1CC1)c1ccccc1` (stereo not given) gave inhibitors of VEEV 7.7%, H37Rv inhibition -1%, M. tuberculosis 20% and influenza NS1A -10%.
Screening O=C(NC1CCCCCC1)C1c2ccccc2C(=O)N1Cc1ccco1 (stereo not given) returned inhibitors of VEEV inactive, H37Rv inhibition 0%, M. tuberculosis 3%, influenza NS1A 20% and PhoP GFP inhibition -9%.

Fetched by compound from above:
For Cc1nn(C)cc1CNC(=O)C1C2CCC(C2)C1C(=O)O (stereo not given) the results were H37Rv inhibition 1%, M. tuberculosis 3% and PhoP GFP inhibition -3%.
For CC(C(=O)Nc1ccc(F)cc1Cl)N(C)CCOc1ccccc1 (stereo not given) the results were inhibitors of VEEV inactive, H37Rv inhibition 11%, M. tuberculosis 15%, influenza NS1A -4% and PhoP GFP inhibition -4%.
For O=C(O)c1nccnc1C(=O)Nc1ccc(Cl)cc1Cl the results were inhibitors of VEEV 1.5%, H37Rv inhibition -4%, M. tuberculosis -6%, influenza NS1A -2% and PhoP GFP inhibition 10%.
For COc1ccc(S(=O)(=O)NCCSCc2ccccc2C)cc1Br the results were inhibitors of VEEV inactive, H37Rv inhibition 0%, M. tuberculosis 7%, influenza NS1A -6% and PhoP GFP inhibition 6%.
`CC(C)C(NCC(=O)Nc1ccccc1C(=O)NC1CC1)c1ccccc1` (stereo not given) gave inhibitors of VEEV 7.7%, H37Rv inhibition -1%, M. tuberculosis 20% and influenza NS1A -10%.
Screening Cc1nnc2sc(SCC(=O)N3CCC(C)CC3)nn2c1=O returned inhibitors of VEEV 1.0%, H37Rv inhibition 0%, M. tuberculosis 25%, influenza NS1A 18% and PhoP GFP inhibition 6%.

(cont.)
CCc1nc2cc3sc(CC)nc3cc2s1 was read as inhibitors of VEEV inactive, H37Rv inhibition 7%, M. tuberculosis 26%, influenza NS1A 8% and PhoP GFP inhibition -24%.
For CC(=O)N/C(=C/c1ccc(Cl)cc1)C(=O)NCCc1c[nH]c2ccccc12 the results were inhibitors of VEEV 9.0%, H37Rv inhibition -2%, M. tuberculosis 1%, influenza NS1A -2% and PhoP GFP inhibition 7%.
Cc1nc2sccn2c1-c1csc(NCc2ccccc2)n1 was read as inhibitors of VEEV inactive, H37Rv inhibition 55%, M. tuberculosis 40%, influenza NS1A -1% and PhoP GFP inhibition 6%.
`CCN1C(=O)[C@H]2[C@@H](c3ccc(-c4ccc5c(c4)OCO5)c(OC)c3)N[C@@](C)(C(=O)OC)[C@H]2C1=O` gave inhibitors of VEEV 2.2%, H37Rv inhibition -1%, M. tuberculosis 16% and influenza NS1A -4%.
`c1cnc(N2CCNCC2)nc1` gave inhibitors of VEEV 0.5%, H37Rv inhibition -4%, M. tuberculosis 1%, influenza NS1A 4% and PhoP GFP inhibition -8%.
C#CCOCCOCCOCCNc1nc(N2CCOCC2)nc(N2CCN(C(=O)[C@H]([C@@H](C)CC)n3cc(CCCCN)nn3)CC2)n1 was read as inhibitors of VEEV 0.2%, H37Rv inhibition 0%, M. tuberculosis 3%, influenza NS1A 8%, PhoP GFP inhibition 0% and inhibitors of VEEV 10K pilot screen 0.6.
`O=[N+]([O-])c1ccc(-n2cccc2/C=N/Nc2nc(N3CCCCC3)nc(N3CCCCC3)n2)cc1` gave H37Rv inhibition 51%, M. tuberculosis -2% and PhoP GFP inhibition 0%.
For CCCn1c(C(C)Nc2nc(-c3ccc(OC)cc3)cs2)nc2ccccc21 (stereo not given) the results were inhibitors of VEEV 1.9%, H37Rv inhibition 1%, M. tuberculosis 12%, influenza NS1A 2% and PhoP GFP inhibition -13%.
For CN(C)CCCNC(=S)Nc1ccc(Br)cc1 the results were inhibitors of VEEV 2.1%, H37Rv inhibition 8%, M. tuberculosis 0%, influenza NS1A 8% and PhoP GFP inhibition -10%.
`O=C(O)CCCC(=O)Nc1cccc(-c2nc3ccccc3[nH]2)c1` gave inhibitors of VEEV 3.4%, H37Rv inhibition -14%, M. tuberculosis 1%, influenza NS1A -2% and PhoP GFP inhibition 5%.
For CC(C)(C)NC(=O)c1ccc(COCC(F)(F)F)o1 the results were inhibitors of VEEV 0.7%, H37Rv inhibition -9%, M. tuberculosis 5%, influenza NS1A -1% and PhoP GFP inhibition 9%.
`CC(C)c1ccc(C2=NN(c3ccccc3)C(=O)CC2)cc1` gave inhibitors of VEEV inactive, H37Rv inhibition 8%, M. tuberculosis 50%, influenza NS1A 1% and PhoP GFP inhibition 8%.
`O=C(Cn1cc(C(F)(F)F)ccc1=O)N/N=C/c1ccccc1` gave inhibitors of VEEV inactive, H37Rv inhibition -6%, M. tuberculosis -1%, influenza NS1A 1% and PhoP GFP inhibition 2%.
For NNC(=O)CSc1ncc(-c2ccccc2)[nH]1 the results were inhibitors of VEEV inactive, H37Rv inhibition -3%, M. tuberculosis 67%, influenza NS1A -6% and PhoP GFP inhibition -2%.
For Cc1cc(C)c2nc(N3CCC(C(=O)NCc4cccnc4)CC3)sc2c1 the results were inhibitors of VEEV 0.8%, H37Rv inhibition 13%, M. tuberculosis 19%, influenza NS1A -14% and PhoP GFP inhibition 3%.
Cc1ccc(S(=O)(=O)N(CC(=O)N/N=C/c2ccccc2C(=O)O)c2cc(Cl)cc(Cl)c2)cc1 was read as inhibitors of VEEV 0.6%, H37Rv inhibition -6%, M. tuberculosis -4%, influenza NS1A 0% and PhoP GFP inhibition -2%.
For Cc1nonc1OCCNc1ccc([N+](=O)[O-])cc1[N+](=O)[O-] the results were inhibitors of VEEV 1.1%, H37Rv inhibition -2%, M. tuberculosis 21%, influenza NS1A -3% and PhoP GFP inhibition -5%.
Cc1ccc(Cl)cc1N1CCN(S(=O)(=O)c2c(C(=O)N3CCOCC3)c(C)n(C)c2C)CC1 was read as inhibitors of VEEV 2.4%, H37Rv inhibition 6%, M. tuberculosis 3%, influenza NS1A 0% and PhoP GFP inhibition -25%.
Screening CCCN1CC(O)=C(C#N)C1=O returned inhibitors of VEEV 0.8%, H37Rv inhibition -5%, M. tuberculosis -10%, influenza NS1A 2% and PhoP GFP inhibition 1%.
`C=CC[C@@H](Cc1ccc(F)cc1)C(=O)OC[C@H]1CCCN1C(=O)[C@@H](CC=C)CC(=O)N(CCO)Cc1ccccc1` gave inhibitors of VEEV inactive, H37Rv inhibition 5%, M. tuberculosis 16% and influenza NS1A -3%.

A draw from above in order of SMILES length, rising:
For NNC(=O)CSc1ncc(-c2ccccc2)[nH]1 the results were inhibitors of VEEV inactive, H37Rv inhibition -3%, M. tuberculosis 67%, influenza NS1A -6% and PhoP GFP inhibition -2%.
For CC(C)(C)NC(=O)c1ccc(COCC(F)(F)F)o1 the results were inhibitors of VEEV 0.7%, H37Rv inhibition -9%, M. tuberculosis 5%, influenza NS1A -1% and PhoP GFP inhibition 9%.
`O=C(O)CCCC(=O)Nc1cccc(-c2nc3ccccc3[nH]2)c1` gave inhibitors of VEEV 3.4%, H37Rv inhibition -14%, M. tuberculosis 1%, influenza NS1A -2% and PhoP GFP inhibition 5%.

(continued)
`COc1ccc(CNC(=O)CCC(=O)N2C[C@H]3C[C@H](C2)c2cccc(=O)n2C3)cc1` gave inhibitors of VEEV 0.3%, H37Rv inhibition -7%, M. tuberculosis -3%, influenza NS1A 1% and PhoP GFP inhibition 27%.
Screening O=C(CN1CCOCC1)NNC(=O)c1ccc([N+](=O)[O-])cc1 returned inhibitors of VEEV 2.5%, H37Rv inhibition 1%, M. tuberculosis 0%, influenza NS1A -7% and PhoP GFP inhibition 4%.
Screening Cc1c(Cl)ccc2c(C(=O)O)cc(-c3ccccc3)nc12 returned inhibitors of VEEV 1.8%, H37Rv inhibition 0%, M. tuberculosis 45%, influenza NS1A -9% and PhoP GFP inhibition 0%.
O=[N+]([O-])c1cc(C(F)(F)F)ccc1N1CCN(S(=O)(=O)c2ccc3ccccc3c2)CC1 was read as inhibitors of VEEV 1.0%, H37Rv inhibition 3%, M. tuberculosis 12%, influenza NS1A -1% and PhoP GFP inhibition 2%.
COc1ccc2c(Cl)c(C(=O)NCC3CCCO3)sc2c1Cl (stereo not given) was read as H37Rv inhibition 2%, M. tuberculosis 42% and PhoP GFP inhibition -5%.
For CCC(C)(C)NC(=O)CN(C(=O)CCC(=O)Nc1nccs1)c1cccc(C)c1C the results were inhibitors of VEEV 6.7%, H37Rv inhibition 2%, M. tuberculosis 6%, influenza NS1A -1% and PhoP GFP inhibition -5%.
Screening O=C1C(=O)N(CCN2CCOCC2)C(c2ccccn2)/C1=C(/O)c1ccc(Cl)cc1 (stereo not given) returned inhibitors of VEEV 1.4%, H37Rv inhibition -14%, M. tuberculosis -21%, influenza NS1A 9% and PhoP GFP inhibition 12%.
CN1CCN(c2ccc([N+](=O)[O-])c(N/N=C3\CN4CCC3CC4)c2)CC1 was read as inhibitors of VEEV 5.1%, H37Rv inhibition -10%, M. tuberculosis -2%, influenza NS1A -2% and PhoP GFP inhibition 1%.
